# LmPK inhibitor: inhibitors of Leishmania mexicana pyruvate kinase | Q27686 | purified LmPK, Kinase-Glo ATP luminescence, 1 h | Potency, µM (top dose mostly 57.5 µM), for the others: at the top dose activity change, negative = inhibition, most hits filed as inhibitors | hit rate 0.37% among 290,000; further: potency means the concentration at half of the fitted maximal effect; on the % scale 0 is the no-effect control and ±100 the full control effect
# Target sequence (Q27686 whole entry, looked up): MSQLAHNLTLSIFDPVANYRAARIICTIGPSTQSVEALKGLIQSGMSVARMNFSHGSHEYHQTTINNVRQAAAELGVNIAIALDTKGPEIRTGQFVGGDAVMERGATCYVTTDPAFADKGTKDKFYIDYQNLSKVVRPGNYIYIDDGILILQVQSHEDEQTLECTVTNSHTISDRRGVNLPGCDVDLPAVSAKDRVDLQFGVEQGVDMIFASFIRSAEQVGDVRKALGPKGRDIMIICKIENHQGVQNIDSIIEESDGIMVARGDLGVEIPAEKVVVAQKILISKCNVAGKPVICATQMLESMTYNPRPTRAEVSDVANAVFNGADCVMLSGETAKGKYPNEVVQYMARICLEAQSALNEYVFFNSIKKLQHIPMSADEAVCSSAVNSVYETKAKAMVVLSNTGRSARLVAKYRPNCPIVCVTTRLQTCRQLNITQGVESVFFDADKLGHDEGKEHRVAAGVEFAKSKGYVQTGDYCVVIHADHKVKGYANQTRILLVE
#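 Pyruvate kinase activity monitored as ATP production (luciferase luminescence). Conditions: 0.1 nM enzyme, 0.5 mM PEP, 0.1 mM ADP, 1 h, RT; normalized against uninhibited and no-enzyme wells.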
# Pf growth 96h: P. falciparum growth inhibition at 96 hours. P. falciparum luciferase reporter growth, 96 h. Potency, µM (titrated, usually from 28.7 µM), for inactives: at the highest dose activity change, negative = inhibition, hits mostly inhibitors. hit rate 6.9% among 320,000; further: potency means the concentration at half of the fitted maximal effect; on the % scale 0 is the no-effect control and ±100 the full control effect
#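 96 h incubation, 37 C, 5% CO2, of luciferase-reporter P. falciparum-infected RBCs (2% hematocrit, 0.05% parasitemia final) with test compounds; endpoint luminescence.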
# Shiga toxin inh: blocks Shiga toxin action in Vero cells | Vero cells, Shiga toxin protein synthesis inhibition reporter | inhibition, % at 38.7 µM | hit rate 9.2% among 290,000 | AID 2315; in the data active means inhibition mostly above about 28%, no sharp cut-off; inactive means mostly below about 43%; further: 0% is about no effect
# AMA1-RON2 inh: inhibitors of Plasmodium falciparum AMA1-RON2 interaction | AlphaScreen AMA1-biotinylated RON2 peptide binding | Potency, µM (highest dose often 58.2 µM), for inactives: at the highest dose activity change, negative = inhibition, hits mostly inhibitors | hit rate 0.2% among 360,000;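 further: potency means the concentration at half of the fitted maximal effect; 0% = vehicle wells and -100% = peptide control; nearly all actives have a fitted effect of over 45% in size; some results filed as inactive show a strong effect at the top dose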
#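 AMA1 (3D7) with his tag at 25 nM final met compounds first, then biotinylated RON2 peptide at 25 nM; detection used donor plus acceptor beads, 10 µg/mL apiece, read by AlphaScreen after 30 min at room temperature.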
# TbPYK inhibitor: blocks Trypanosoma brucei pyruvate kinase; TbPYK enzyme, Kinase-Glo Plus ATP luminescence, 45 min; Potency, µM (highest dose often 76.8 µM), for the others: top-dose activity, negative = inhibition, actives largely listed as inhibitors; hit rate 0.12% among 410,000; further: potency means the concentration at half of the fitted maximal effect; on the % scale 0 is the no-effect control and ±100 the full control effect; nearly all actives have a fitted effect of over 50% in size
#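 TbPYK + substrate in 50 mM TEA pH 7.2, 100 mM KCl, 10 mM MgCl2, 0.05% BSA, 0.01% Tween-20; cpd pinned; ADP 130 uM final; 45 min RT; Kinase-Glo Plus 10 min; luminescence endpoint.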
# Pf growth 48h: inhibits P. falciparum growth in the first generation, 48 h | P. falciparum luciferase growth in erythrocytes, 48 h | Potency, µM (series often up to 28.7 µM), for inactives: top-dose activity change, negative = inhibition, hits mostly inhibitors | hit rate 5.9% among 310,000; further: potency means the concentration at half of the fitted maximal effect; on the % scale 0 is the no-effect control and ±100 the full control effect
#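 Growth was read as firefly luciferase luminescence after a 48 h, 37 C, 5% CO2 exposure of compounds to reporter-bearing P. falciparum cultures (0.1% parasitemia, 2% hematocrit final) in Albumax-supplemented RPMI 1640.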
# CHX counter: affects cycloheximide protein synthesis inhibition readout, counter-screen; cell reporter, cycloheximide protein synthesis inhibition counterscreen; max response, %; hit rate 12% among 300,000; in the data active means max response mostly above about 13%, no sharp cut-off; inactive means mostly below about 14%; further: read at 38.3 µM for the half of the compounds with a filed dose; 0% is about no effect
# * marks the source's active call; other numbers are inactive results; ? = inconclusive; . = not tested or not shown; + = active, no number; & = joins results of further samples; [ ] = remark or other dose. Unless noted, the call rests on the fitted dose curve; in most records, active means well fitted curve in the direction sought with a large enough effect; inconclusive means small, poorly fitted or top-dose-only effect, or another doubt; inactive means no such curve, though single readings can be large; an effect the other way counts as inactive or inconclusive.
SMILES | TbPYK inhibitor | CHX counter | Pf growth 48h | Pf growth 96h | AMA1-RON2 inh | LmPK inhibitor | Shiga toxin inh
COC(=O)c1c(NC(=O)CC2Sc3ccc(C(F)(F)F)cc3NC2=O)sc(C)c1C (centres undefined) | -1.4% | 2.2 | 14.0% | 49.3%[activator] | 10.1% | 0.1% | -9.8
N#Cc1ccsc1NC(=O)CN1CCN(S(=O)(=O)c2ccc3ccccc3c2)CC1 | 2.6% | -4.5 | ? | 0.4% | 21.0% | 0.6% | -3.2
Cc1ccc(OCCn2cc(/C=C3\C(=O)NN(c4ccccc4)C3=O)c3ccccc32)cc1 | -11.1% | -1.9 | -8.0% | ? | -19.0% | -1.2% | -8.4
CN(C)C(CNC(=O)c1ccc(S(=O)(=O)Nc2ccccc2F)cc1)c1ccco1 (centres undefined) | -25.0% | . | ? | ? | 38.9%[activator][11.6 µM] | . | .
O=C(CN1C(=O)NC2(CCCC2)C1=O)NNC(=O)c1ccc(F)cc1 | 2.0% | . | -4.8% | 22.2% | 11.9% | . | .
CCOc1ccc(N2CC(C(=O)Nc3nnc(Cc4ccccc4)s3)CC2=O)cc1 (centres undefined) | -11.4% | -4.8 | 3.1% | -21.5% | 9.8% | 13.7% | -4.9
O=C(CN1C(=O)NC2(CCCCCCC2)C1=O)NC1CCCc2ccccc21 (centres undefined) | -3.1% | -3.9 | 3.4% | ? | -1.8% | -6.2% | -7.0
COc1ccc2nc(SCC(=O)Nc3ccc(S(=O)(=O)Nc4nccc(C)n4)cc3)[nH]c2c1 | 3.1% | -1.1 | 4.4% | 29.5% | -0.2% | 0.4% | -6.2
CC(C)(C)NC(=O)CSc1nnc(CN2CCCCCC2=O)n1-c1ccccn1 | -9.0% | -0.8 | 8.6% | -29.6% | 36.7%[activator] | 2.1% | 8.1
CC(=O)N/C(=C/c1ccc([N+](=O)[O-])cc1)C(=O)O | -7.2% | -2.9 | 14.8% | ? | 10.6% | 2.9% | 10.8
COc1cccc(CNCCc2c[nH]c3ccccc23)c1OCc1ccccc1F | -4.7% | -1.3 | ? | ? | -23.8% | -1.0% | -13.9
Nc1nonc1NC(=O)NN=C1CCCCC1 | -1.8% | 1.0 | 4.2% | -2.8% | 32.5%[activator][11.6 µM] | -1.3% | 44.1
N#Cc1c(NC(=O)COC(=O)c2ccc(F)cc2)sc2c1CCC2 | 1.3% | -4.6 | 55.0%[activator] | 7.1% | 3.5% | 3.8% | 14.1
CC1(C2CC(C(F)(F)F)n3nc(C(=O)O)cc3N2)CC1 (centres undefined) | 0.1% | -3.3 | 9.0% | 14.9% | 3.4% | 0.0% | -3.2
COc1ccccc1CNC(=O)C1(NC(=O)Nc2ccc(C)cc2)CCCCC1 | -1.4% | -1.8 | -13.5% | ? | 0.6% | 5.2% | -5.6
CN(C)c1ccc(C=Nc2ccccc2C(N)=O)cc1 | -5.2% | 26.4* | 11.9% | 30.3%[activator] | -17.7% | ? | 38.7
O=C(c1ccco1)N1CCN(Cc2nnc(-c3cccc(Cl)c3)o2)CC1 | 0.6% | -1.6 | -8.3% | 9.8% | 13.2% | 6.2% | 2.0
CC(C)c1ccc(NC(=O)CSc2n[nH]c(=O)n2-c2ccc3c(c2)OCCO3)cc1 | 4.9% | 4.5 | ? | -21.1% | -4.9% | 13.6% | 21.6
Cc1ccc2nc(SCc3nc4c(cnn4-c4ccccc4)c(=O)[nH]3)[nH]c2c1 | 5.0% | 0.2 | -16.2% | -22.2% | 20.5% | 3.1% | -6.7
COc1ccc(-n2c(SCC(=O)Nc3cc(C)on3)nc3c([nH]c4ccccc43)c2=O)cc1OC | 4.0% | 11.3 | 10.4µM* | 6.57µM* | 20.8% | 7.8% | -10.6
Cc1cccc(NC(=O)c2ccoc2C)n1 | -7.7% | 29.0* | 98.5%[activator] | . | 0.8% | ? | 83.7*
CCCC(=O)Nc1ccc(C(=O)NCC2CCCO2)cc1 (centres undefined) | . | 4.6 | . | -23.6% | 10.4% | 0.4% | -12.3
Cc1ccc(N(CC(=O)NC(C)(C)C)C(=O)CNC(=O)c2cccs2)c(C)c1 | -2.5% | -1.8 | 8.28µM* | 19.9% | 3.6% | -3.9% | 1.6
O=C(CCN=C1NS(=O)(=O)c2ccccc21)OCC(=O)c1ccc(F)c(F)c1 | -0.8% | . | 12.4% | 14.6% | 9.3% | . | .
CNc1ccc(Br)cc(C(=O)/C=C/c2cccc(OC)c2OC)c1=O | . | -1.9 | ? | ? | 2.8% | -0.5% | 4.5
COc1ccc(/C(N)=N/OC(=O)Cc2ccccc2OC)cc1 | 0.0% | 38.7* | 8.1% | -29.5% | 29.8% | 0.5% | 36.4*
CCc1ccc(/C(C)=N/Nc2cc(Cl)nc(C)n2)cc1 | 2.3% | -0.9 | 1.8% | 15.4% | 46.0%[activator] | -0.2% | 12.7
Cc1ccc(C)c(-c2cc(C(=O)Nc3nccs3)c3ccccc3n2)c1 | -6.6% | 11.4 | ? | 1.85µM* | 1.8% | -1.6% | 2.1
CC(C)n1c(O)c(/C=C2\C=NN=C2c2ccccc2)sc1=S | 1.0% | -1.5 | ? | ? | -8.3% | 0.9% | -0.7
O=C(NC1CCCCC1)c1ccc2[nH]c(=O)c(=O)[nH]c2c1 | 0.0% | 4.7 | 25.9% | 26.5% | 3.0% | -1.6% | -6.8

# A different layout for two compounds above.
# Screens in order – TbPYK inhibitor | CHX counter | Pf growth 48h | Pf growth 96h | AMA1-RON2 inh | LmPK inhibitor | Shiga toxin inh
- CCCC(=O)Nc1ccc(C(=O)NCC2CCCO2)cc1 (centres undefined)
 : . | 4.6 | . | -23.6% | 10.4% | 0.4% | -12.3
- Cc1ccc(N(CC(=O)NC(C)(C)C)C(=O)CNC(=O)c2cccs2)c(C)c1
 : -2.5% | -1.8 | 8.28µM* | 19.9% | 3.6% | -3.9% | 1.6

# Next part
SMILES | TbPYK inhibitor | CHX counter | Pf growth 48h | Pf growth 96h | AMA1-RON2 inh | LmPK inhibitor | Shiga toxin inh
CCOCCCNC(=O)c1cc2c(s1)-c1ccccc1SC2 | ? | 16.1 | 2.62µM* | 5.22µM* | -5.0% | -2.8% | 63.4*
O=C(OCC(=O)c1cccs1)C1=COCCO1 | 0.0% | 51.4* | 11.3% | 10.7% | 15.0% | -20.1% | 98.9*
O=C(Nc1ccncc1)OCc1ccccc1 | -2.9% | -0.7 | ? | 39.9%[activator] | 4.2% | 0.3% | .
CCCNC(=O)OC[C@H]1O[C@H](CCO/N=C/c2ccc(C(=O)N3[C@H](c4ccc(C)cc4)[C@@H](C)CC[C@H]3C(=O)OC)cc2)C=C[C@@H]1Oc1ccc(OC)cc1 | . | -0.8 | ? | 2.08µM* | . | 0.0% | -9.7
N#CCN1CCN(CCC(=O)Nc2ccc(OCc3ccccc3)cc2)CC1 | -5.3% | 3.0 | -15.6% | 104.7%[activator] | 1.5% | 1.6% | 3.4
CC1C=Cc2ccccc2N1C(=O)c1ccccc1 (centres undefined) | -5.3% | 0.5 | ? | ? | 0.4% | -1.5% | -6.1
CCOc1ccc2c(c1)-c1c(ssc1=S)C(C)(C)N2C(=O)CSC1=NCCS1 | 3.6% | -5.7 | ? | 1.65µM* | 10µM* | 0.4% | -2.2
CC(=O)Nc1ccc(S(=O)(=O)NCCC(=O)N2CCN(C(c3ccccc3)c3ccccc3)CC2)cc1 | -0.3% | . | 11.7µM* | 10.4µM* | -1.4% | . | .
CCCc1nc(NC(C)=O)c(C#N)c(-c2ccco2)c1CC | 0.3% | -5.7 | 4.4% | -23.9% | 4.8% | 8.1% | -16.4
O=C(/C=C/c1ccc(Cl)cc1)Nc1ccc(S(=O)(=O)Nc2ncccn2)cc1 | -1.7% | 5.7 | 3.6% | -1.2% | -2.4% | 0.0% | 17.0
COC(=O)c1cc(=O)n(-c2ccccc2)c(=Nc2ccccc2)s1 | 0.8% | -5.3 | ? | -2.8% | -19.2% | -3.6% | -20.7
O=S(=O)(Nc1cccc(S(=O)(=O)N2CCOCC2)c1)c1ccc(Cl)s1 | -13.0% | 1.3 | 0.2% | . | 0.9% | 5.3% | -9.2
N#Cc1c(-c2ccccc2)nc(N2CCOCC2)[nH]c1=O | -0.1% | -3.3 | 21.5% | . | -1.4% | 0.7% | -7.2
CCOC(=O)c1ccc(NC(=O)N2C3CCCC2CC(NC(C)=O)C3)cc1 (centres undefined) | 1.1% | 0.9 | 4.8% | 2.4% | -9.2% | -6.3% | 8.0
CCCC[N+]1(C)[C@@H]2CC(OC(=O)[C@H](CO)c3ccccc3)C[C@H]1[C@@H]1O[C@@H]12 (some centres undefined) | 2.4% | -3.4 | . | . | -11.0% | 7.8% | -14.4
CC(Cc1ccccc1)C(=O)N(C)Cc1ccccc1 (centres undefined) | 2.7% | -1.2 | 8.7% | 1.3% | 0.0% | -4.1% | -15.7
COc1cc(/C=C(\C#N)c2[nH]nc(N)c2C#N)cc(OC)c1O | -4.1% | -0.7 | . | . | 15.0% | 6.5% | -6.7
CCC(=O)c1c[nH]c(C(=O)NCC2CCCO2)c1 (centres undefined) | 0.9% | -1.0 | -5.5% | 36.3%[activator] | -2.9% | 5.8% | -5.7
CC(=O)c1cc2c(cc1NS(=O)(=O)c1ccccc1F)OCO2 | -7.7% | -3.8 | ? | -13.1% | 0.5% | -1.7% | -6.9
C[C@@H]1CN(C(=O)c2nc3ccc(Cl)cn3c2CN[C@H]2CCCCNC2=O)C[C@H](C)O1 | 2.0% | 10.4 | -24.6% | ? | 19.8% | 1.9% | 40.6
O=C(Nc1cccc(S(=O)(=O)N2CCOCC2)c1)c1ccco1 | -8.5% | -1.0 | 20.6% | . | -3.8% | 2.6% | -5.5
Cc1cccc2c(=O)c(-c3ccc(Cl)cc3)c(NC(=O)c3ccco3)oc12 | 0.0% | 15.8* | 21.9% | 1.2% | -10.4% | 3.1% | 23.7*
CC1(C)C(C=C(Cl)Cl)C1C(=O)N(Cc1ccc(Cl)cc1)C1CCS(=O)(=O)C1 (centres undefined) | 2.2% | 3.6 | ? | 11.7µM* | -9.9% | 3.7% | 16.4
O=C(c1cccs1)n1cc(C(=S)N2CCOCC2)c2ccccc21 | . | 3.0 | 3.9% | ? | -29.1% | 5.6% | 25.1
CN1CCN(CC(=O)Nc2c(C#N)cnn2-c2ccccc2)CC1 | -4.2% | 0.6 | -1.2% | 25.3% | 28.8% | 2.8% | 13.4
N/C(=N\N=C\c1ccc(O)cc1)c1nonc1N | -15.6% | 30.0* | 362.5%[activator] | -32.8% | -0.5% | ? | 58.2
Cc1ccccc1OCC(=O)NCCNC(=O)c1ccncc1 | -4.6% | -3.4 | -5.2% | -11.4% | -26.4% | -0.4% | 15.0
CN(C)c1ccc(NC(=O)c2cccc(C(=O)Nc3ccc(N(C)C)cc3)n2)cc1 | -13.3% | 48.7* | ? | 8.28µM* | 10µM* | -23.5% | +
NC(N)=NC(=O)c1nc(Cl)c(N)nc1N | 0.0%&0.7%&1.3%&1.8% | -3.9 | 3.79µM* | ? | 28.2%&-3.4% | 12.9% | -14.2
O=C(Cc1cccc(C(F)(F)F)c1)NCc1cccc(Cl)c1 | 4.4% | 7.1 | 6.5% | ? | 13.9% | -6.8% | -3.1
O=C(N/N=C/c1c[nH]c2ccccc12)c1ccccc1Cl | -2.5% | 25.9* | 30.1%[activator] | 44.1%[activator] | 8.9% | 5.3% | 55.5

# Compound activity as filed in PubChem BioAssay.
